Compound activity (PubChem)
U2OS ROS induce = inducers of reactive oxygen species in cancer cells; U2OS ROS induction, H2DCF-DA fluorescence; ROS induction (% of piperlongumine), % at 10 µM; actives 2% (n = 46,000); AID 624156; in the data active = ROS induction above about 79%, passing the limit was not always enough; inconclusive = no clear call, values can overlap the other calls;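 note: 0% = DMSO vehicle median and 100% = reference compound median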
Active calls of the source: *; ? = inconclusive. Only part of the results is shown; the hit share may differ from the screen's.

SMILES	U2OS ROS induce
COc1ccc(S(=O)(=O)N(C)C[C@H]2Oc3ccc(NC(=O)CCCCCC(=O)Nc4ccccc4N)cc3C(=O)N([C@H](C)CO)C[C@@H]2C)cc1	11
c1ccc(Oc2nc(Oc3ccccc3)nc(Oc3ccccc3)n2)cc1	19
CNC[C@@H]1OCCCC[C@@H](C)Oc2ccc(NS(=O)(=O)c3cccs3)cc2C(=O)N([C@H](C)CO)C[C@@H]1C	7
C[C@H](CO)N1C[C@H](C)[C@H](CN(C)CC2CCCCC2)Oc2c(NC(=O)Nc3ccc(C(F)(F)F)cc3)cccc2C1=O	28
Cc1nnc(SCc2ccc(C(=O)c3ccc(Cl)cc3)o2)n1-c1ccccc1	18
COc1ccc(CN(C)C[C@H]2Oc3c(NS(C)(=O)=O)cccc3C(=O)N([C@@H](C)CO)C[C@@H]2C)cc1	0
COC(=O)c1ccccc1NC(=O)CSc1n[nH]c(-c2ccccc2Cl)n1	-7
Cc1noc(C)c1NC(=O)Nc1ccc2c(c1)CC(=O)N([C@@H](C)CO)C[C@H](C)[C@H](CN(C)CC1CC1)O2	5
O=C(NO)c1cccc(C(=O)N/N=C/c2ccc(Br)o2)c1	-3
COc1ccc(CCC(=O)NCCc2cn3ccccc3n2)cc1	-7
Cc1noc(C)c1NC(=O)Nc1cccc2c1O[C@H](CN(C)C(=O)Nc1c(C)noc1C)[C@@H](C)CN([C@H](C)CO)C2=O	-3
C[C@H]1CN([C@@H](C)CO)C(=O)Cc2cc(NC(=O)Cc3ccccc3)ccc2O[C@H]1CN(C)C(=O)Nc1cccc2ccccc12	?
COc1ccc(S(=O)(=O)Nc2ccc3c(c2)C(=O)N([C@H](C)CO)C[C@H](C)[C@@H](CN(C)S(=O)(=O)c2ccc(Cl)cc2)O3)cc1	-3
Cc1ccc(OC(=O)N(C)C[C@@H]2OCc3cn(nn3)CCCC(=O)N([C@H](C)CO)C[C@H]2C)cc1	-8
O=C(Cc1ccccc1)Nc1ccccc1C(F)(F)F	-16
C[C@H]1CN([C@@H](C)CO)C(=O)c2cc(NC(=O)CCCN(C)C)ccc2O[C@@H]1CN(C)Cc1ccccc1	-12
CC(=O)O[C@@](C)(C(=O)/C=C/C(C)(C)O)[C@H]1[C@H](O)C[C@@]2(C)[C@@H]3CC=C4[C@@H](C=C(O[C@@H]5O[C@H](CO)[C@@H](O)[C@H](O)[C@H]5O[C@@H]5O[C@@H](C)[C@H](O)[C@@H](O)[C@H]5O)C(=O)C4(C)C)[C@]3(C)C(=O)C[C@]12C	-4
Cc1noc(C)c1NC(=O)N(C)C[C@H]1Oc2c(NC(=O)NC3CCCCC3)cccc2C(=O)N([C@@H](C)CO)C[C@@H]1C	-6
Cc1noc(C)c1NC(=O)N(C)C[C@@H]1Oc2c(NS(=O)(=O)c3ccccc3)cccc2C(=O)N([C@H](C)CO)C[C@@H]1C	-5
O=C(NC1CCCCNC1=O)c1cnn(-c2ccccc2)c1C(F)(F)F (stereo unspecified)	-11
Cc1cc(C)c(C#N)c(SCSc2ccccc2)n1	-1
CC(C)COC(=O)N(C)C[C@H]1OCc2cnnn2CCCC(=O)N([C@@H](C)CO)C[C@H]1C	59
CSc1nnc(-c2ccc(C(C)(C)C)cc2)n1Cc1ccco1	-11
C[C@H]1CN([C@@H](C)CO)C(=O)c2cc(NC(=O)Nc3ccc(C(F)(F)F)cc3)ccc2O[C@@H]1CN(C)C(=O)Nc1ccccc1	0
COc1c(O)cc2oc(-c3ccc(O[C@@H]4O[C@H](CO)[C@@H](O)[C@H](O)[C@H]4O)cc3)cc(=O)c2c1O	-10

The list continues.
SMILES	U2OS ROS induce
Cc1ccccc1NS(=O)(=O)c1ccc2[nH]cc(C(=O)N(C)Cc3ccccc3)c(=O)c2c1	8
COC(=O)c1nn(-c2ccc(Br)cc2C)c(Br)c1C(=O)OC	-2
Cc1noc(C)c1NC(=O)Nc1ccc2c(c1)CC(=O)N([C@H](C)CO)C[C@@H](C)[C@@H](CN(C)Cc1ccccc1)O2	19
CCOc1ccccc1NC(=O)CSc1nc2sc(C)c(C)c2c(=O)n1-c1ccccc1	16
C/C=C/C1C2OC3=C(C(=O)OC3(C)O)C(=O)C1(C)C1CC(O)C(C)CC1C2O (stereo unspecified)	-8
C[C@H](CO)N1C[C@H](C)[C@H](CN(C)S(=O)(=O)c2ccccc2)Oc2c(NS(=O)(=O)c3cccs3)cccc2C1=O	-1
COC(=O)c1ccccc1NC(=O)CSc1[nH]c(=O)cc(C)c1C#N	11
COc1ccc(S(=O)(=O)N(C)C[C@@H]2Oc3c(NC(=O)C4CC4)cccc3C(=O)N([C@@H](C)CO)C[C@@H]2C)cc1	0
CCOc1ccc2nc(NS(=O)(=O)c3ccc(C)c([N+](=O)[O-])c3)sc2c1	7
Cc1noc(C)c1NC(=O)Nc1ccc2c(c1)C(=O)N([C@H](C)CO)C[C@H](C)[C@@H](CN(C)Cc1ccc(C(F)(F)F)cc1)O2	56
Cc1cccc(N2CCN(CC(O)CN3C(=O)c4ccccc4C3=O)CC2)c1 (stereo unspecified)	2
CC(C)NC(=O)Nc1cccc2c1O[C@@H](CN(C)S(=O)(=O)c1ccc(Cl)cc1)[C@@H](C)CN([C@H](C)CO)C2=O	-17
CCc1ccc(NC(=O)CSc2nnc(C)n2-c2ccccc2)cc1	-4
Cc1ccc(S(=O)(=O)Nc2cccc3c2O[C@@H](CN(C)C(=O)Nc2c(C)noc2C)[C@@H](C)CN([C@@H](C)CO)C3=O)cc1	-6
Cc1noc(C)c1S(=O)(=O)N(C)C[C@H]1Oc2ccc(NS(=O)(=O)c3cccs3)cc2C(=O)N([C@@H](C)CO)C[C@H]1C	-16
C[C@H]1CN([C@@H](C)CO)C(=O)c2cc(NS(=O)(=O)c3ccc(Cl)cc3)ccc2O[C@H]1CN(C)S(=O)(=O)c1cn(C)cn1	1
C[C@@H]1CN([C@H](C)CO)C(=O)c2cc(NC(=O)c3ccncc3)ccc2O[C@@H]1CN(C)Cc1ccc(Cl)c(Cl)c1	-11
COc1ccc(S(=O)(=O)NC(C)C)cc1	-12
Cc1ccc(CSc2n[nH]c(-c3ccc(C(C)(C)C)cc3)n2)cc1	2
N#C/C(=C(\O)c1ccc(C(=O)c2ccccc2)cc1)c1nc2ccccc2s1	?
COCCNC(=O)c1ccccc1NC(=O)c1cccc([N+](=O)[O-])c1C	-8
NC1(N)OC(CN2C(=O)c3ccccc3C2=O)CS1 (stereo unspecified)	56
CC(=O)Nc1ccc(NC(=O)CN(c2ccc(I)cc2)S(C)(=O)=O)cc1	-19
C[C@@H]1CN([C@H](C)CO)C(=O)c2cc(NS(=O)(=O)c3ccc(Cl)cc3)ccc2O[C@H]1CN(C)CC1CC1	8
Cn1c(SCC(=O)Nc2ccccc2C(F)(F)F)nnc1-c1ccc(NC(=O)c2ccc(F)cc2)cc1	35

(continued)
SMILES	U2OS ROS induce
Cc1ccc(S(=O)(=O)N(C)C[C@@H]2Oc3c(NC(=O)C4CC4)cccc3C(=O)N([C@H](C)CO)C[C@@H]2C)cc1	5
COc1cc2c(cc1NC(=O)CSc1ccccn1)oc1ccccc12	-2
COc1cccc(-c2cnc3c(c2)C(=O)N([C@H](C)CO)C[C@H](C)[C@H](CN(C)C(=O)Nc2ccc4c(c2)OCO4)O3)c1	94*
COc1ccc(NC(=O)/C=C/c2ccccc2)cc1	1
O=C(Nc1ccccc1)c1ccccc1	-14
O=C(CSc1nc2c(sc3ccccc32)c(=O)n1CC1CCCO1)c1ccccc1 (stereo unspecified)	112*
C[C@@H]1CN([C@H](C)CO)C(=O)c2cc(NC(=O)CCCN(C)C)ccc2O[C@H]1CN(C)S(C)(=O)=O	-3
C[C@H](CO)N1C[C@H](C)[C@@H](CN(C)Cc2ccc(Cl)c(Cl)c2)Oc2c(NS(=O)(=O)c3cn(C)cn3)cccc2C1=O	12
CC(C)NC(=O)N(C)C[C@@H]1Oc2ccc(NC(=O)C3CCCCC3)cc2C(=O)N([C@H](C)CO)C[C@H]1C	-7
C[C@H](CO)N1C[C@H](C)[C@H](CN(C)Cc2cccc(O)c2)OCc2cn(nn2)CCCC1=O	-18
C[C@@H]1CN([C@H](C)CO)C(=O)c2cccc(NS(=O)(=O)c3ccc(F)cc3)c2O[C@H]1CN(C)C(=O)Nc1ccccc1	14
CC(C)NC(=O)N(C)C[C@@H]1Oc2ccc(NC(=O)c3ccncc3)cc2C(=O)N([C@H](C)CO)C[C@H]1C	-9
C[C@@H]1O[C@@H](Oc2c(-c3ccc(O)c(O)c3)oc3cc(O)cc(O)c3c2=O)[C@H](O)[C@H](O)[C@H]1O	-7
CCOC(=O)c1c(CSc2nc(C)cc(C)n2)nc2c3ccccc3ccn12	18
Cc1ccc(C)c(N(CC(=O)Nc2ccc(I)cc2)S(C)(=O)=O)c1	0
CC(C)NC(=O)N(C)C[C@@H]1Oc2ccc(NC(=O)Nc3ccc(F)cc3)cc2CC(=O)N([C@H](C)CO)C[C@H]1C	-2
COc1cc(OC)cc(C(=O)N(Cc2nc(-c3cccc(C)c3)no2)C(C)C)c1	-7
C[C@H]1CN([C@@H](C)CO)C(=O)c2cccc(NS(=O)(=O)c3ccc(F)cc3)c2O[C@@H]1CN(C)Cc1ccc(Oc2ccccc2)cc1	104*
COc1ccccc1NC(=O)CNC(=O)c1ccc(Cl)cc1Cl	-11
C[C@H]1CN([C@@H](C)CO)C(=O)c2cccc(NC(=O)Nc3ccc(C(F)(F)F)cc3)c2O[C@H]1CN(C)C(=O)Nc1ccc2c(c1)OCO2	58
C[C@@H]1CN([C@@H](C)CO)C(=O)CCCn2cc(nn2)CO[C@H]1CN(C)C(=O)Nc1ccc(N2CCCCC2)cc1	16
Cc1ccc(-c2nc3ccc(NCc4cccs4)cc3o2)cc1	4
C[C@@H]1CN([C@@H](C)CO)C(=O)CCCn2cc(nn2)CO[C@@H]1CN(C)S(=O)(=O)c1ccc(F)cc1	0
Oc1ccc(Cl)c2cccnc12	-4
C[C@@H]1O[C@@H](O[C@H]2[C@@H]3C=CO[C@@H](O[C@@H]4O[C@H](CO)[C@@H](O)[C@H](O)[C@H]4O)[C@@H]3[C@@]3(CO)O[C@@H]23)[C@H](OC(=O)/C=C/c2ccccc2)[C@H](O)[C@H]1O	3

Reformatted: results already given
structure,U2OS ROS induce
Cc1ccc(-c2nc3ccc(NCc4cccs4)cc3o2)cc1,4
CC(C)NC(=O)N(C)C[C@@H]1Oc2ccc(NC(=O)c3ccncc3)cc2C(=O)N([C@H](C)CO)C[C@H]1C,-9
C[C@H](CO)N1C[C@H](C)[C@@H](CN(C)Cc2ccc(Cl)c(Cl)c2)Oc2c(NS(=O)(=O)c3cn(C)cn3)cccc2C1=O,12
COc1cc2c(cc1NC(=O)CSc1ccccn1)oc1ccccc12,-2

Returning to the listing with the six entries that preceded the break.
SMILES	U2OS ROS induce
C[C@H]1CN([C@@H](C)CO)C(=O)c2cccc(NC(=O)Nc3ccc(C(F)(F)F)cc3)c2O[C@H]1CN(C)C(=O)Nc1ccc2c(c1)OCO2	58
C[C@@H]1CN([C@@H](C)CO)C(=O)CCCn2cc(nn2)CO[C@H]1CN(C)C(=O)Nc1ccc(N2CCCCC2)cc1	16
Cc1ccc(-c2nc3ccc(NCc4cccs4)cc3o2)cc1	4
C[C@@H]1CN([C@@H](C)CO)C(=O)CCCn2cc(nn2)CO[C@@H]1CN(C)S(=O)(=O)c1ccc(F)cc1	0
Oc1ccc(Cl)c2cccnc12	-4
C[C@@H]1O[C@@H](O[C@H]2[C@@H]3C=CO[C@@H](O[C@@H]4O[C@H](CO)[C@@H](O)[C@H](O)[C@H]4O)[C@@H]3[C@@]3(CO)O[C@@H]23)[C@H](OC(=O)/C=C/c2ccccc2)[C@H](O)[C@H]1O	3
COc1ccc(NC(=O)N(C)C[C@@H]2Oc3ccc(NC(=O)Nc4ccccc4)cc3C(=O)N([C@H](C)CO)C[C@H]2C)cc1	-17
Cc1cc(C)cc(Oc2coc3c(CN(C)C)c(O)ccc3c2=O)c1	-11
C[C@H]1CN([C@@H](C)CO)C(=O)Cc2cc(NC(=O)Cc3ccccc3)ccc2O[C@@H]1CN(C)Cc1ccccc1	20
CC(=O)OC[C@@]12C(=O)C[C@@H](C)[C@]3(C[C@@H](c4ccoc4)OC3=O)[C@H]1CC[C@H](O)[C@]21CO1	-9
C=CCNC(=O)[C@H]1[C@@H]2C(=O)O[C@@H](c3ccccc3)[C@@H](c3ccccc3)N2[C@@H](c2ccccc2OCCO)[C@]12C(=O)Nc1ccccc12	73
C[C@@H]1CN([C@@H](C)CO)C(=O)c2cccc(NS(=O)(=O)c3ccccc3)c2O[C@@H]1CN(C)S(=O)(=O)c1ccc(Cl)cc1	5
C[n+]1ccc(/C=C/c2ccc3c(c2)OCO3)c2ccccc21	16
CC(C)NC(=O)Nc1cccc2c1O[C@@H](CN(C)Cc1ccc(Oc3ccccc3)cc1)[C@@H](C)CN([C@H](C)CO)C2=O	14
COC(=O)CNC(=O)c1cc2nc(-c3ccc(C)c(C)c3)cc(C(F)(F)F)n2n1	-10
CCc1nn(CC(=O)N(C)C2CCCCC2)c(=O)c2cc3cc(C)ccc3n12	-3
Cn1c(=O)c2c(ncn2CC(O)COc2ccccc2)n(C)c1=O (stereo unspecified)	23
C[C@H]1CN([C@@H](C)CO)C(=O)c2cccc(NS(=O)(=O)c3ccc(Cl)cc3)c2O[C@@H]1CN(C)S(=O)(=O)c1cccs1	-7
COc1ccc(CCNC(=O)C2OCCc3ccccc32)cc1OC (stereo unspecified)	-13
C[C@H]1CN([C@@H](C)CO)C(=O)Cc2cc(NC(=O)Cc3ccccc3)ccc2O[C@@H]1CN(C)S(=O)(=O)c1cccs1	-2
C[C@@H]1CCCCO[C@@H](CN(C)S(=O)(=O)c2ccccc2)[C@@H](C)CN([C@H](C)CO)C(=O)c2cc(NC(=O)CCCCCC(=O)Nc3ccccc3N)ccc2O1	1
COc1ccc(CN(C)C[C@@H]2Oc3ccc(NC(=O)NC(C)C)cc3CC(=O)N([C@@H](C)CO)C[C@@H]2C)cc1	72

Part of the list above, reformatted.
> Cn1c(=O)c2c(ncn2CC(O)COc2ccccc2)n(C)c1=O (stereo unspecified)
  U2OS ROS induce = 23

> C[C@H]1CN([C@@H](C)CO)C(=O)c2cccc(NS(=O)(=O)c3ccc(Cl)cc3)c2O[C@@H]1CN(C)S(=O)(=O)c1cccs1
  U2OS ROS induce = -7
